Pf apPOL inh: Pf-apPOL DNA polymerase inhibition. AID 1794808. inhibition, % at 10 µM. 210,000 tested, 0.25% active. Recombinant Pf-apPOL, molecular beacon fluorescence, 1.5 h
mHTT CaM bind: mHTT-calmodulin interaction abrogation; 190,000 tested, 3.6% active; inhibition, % at 15 µM; AlphaScreen His-mHTT/GST-CaM binding, luminescence; P42858; AID 1671202;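 further: 0% = both proteins with DMSO and 100% = one protein alone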
* hit, by the source's call; i = inactive; . = not tested or not shown; & = joins results of further samples. No stated cut-off is given here; in the data, active means inhibition above about 50%; inactive means the rest.

SMILES	Pf apPOL inh	mHTT CaM bind
Cc1c(Cl)c([N+](=O)[O-])nn1CCCC(=O)Nc1cnn(Cc2ccc(Cl)cc2Cl)c1	-2	35
CCN1C(=O)CC(N2CCN(c3ccc(Cl)cc3)CC2)C1=O (stereo not drawn)	-4	4
O=C(Nc1ccccn1)c1cccc(S(=O)(=O)N2CCOCC2)c1	-8	0
CSc1ccccc1CN1CCC(CNS(=O)(=O)Cc2cccc(F)c2)CC1	-3	-3
CC(=O)c1ccc(S(=O)(=O)NCc2cccnc2)cc1	-9	3
Cc1ccc([N+](=O)[O-])cc1NC(=O)C1CC(Cl)=CCC1C(=O)O (stereo not drawn)	1	0
Cc1c(C(=O)Nc2ccccn2)sc2ncnc(N3CCN(c4ccccc4)CC3)c12	-8	33
Cc1ccccc1-n1nc2c(c1NC(=O)C(C)C)CS(=O)(=O)C2	-7	-2
N#CC1=CN(c2ccc(C(F)(F)F)cc2)c2cc(Cl)ccc2S1(=O)=O	-2	-8
COc1cc(NC(=O)c2ccccc2C)c(OC)cc1NC(C)=O	-1	1
COc1cc(C(=O)NC(=S)Nc2nc(-c3ccc(F)cc3)cs2)cc(OC)c1OC	0	.
CCOc1ccc(/C=c2\sc3ncnn3c2=O)cc1OC	0	0
CC(C)CC(=O)N1C/C=C\C[C@@H](c2ccc(Cl)cc2)N(Cc2ccc(Cl)cc2)C(=O)[C@@H]1Cc1ccccc1	0	-2
O=C(Nc1ccccc1F)C1CC(=O)N(c2cccc([N+](=O)[O-])c2)C1 (stereo not drawn)	-1	7
CC(=O)Nc1nonc1N1C(=N)S/C(=C\c2ccc(-c3cccc(Cl)c3Cl)o2)C1=O	7	18
CC1(C)CCc2cc(C=C(C#N)C(=O)c3cccc(C(F)(F)F)c3)ccc2O1	3	.
Cc1ccc2c(Cl)c(C(=O)Nc3c(F)c(F)c(F)c(F)c3F)sc2c1	-6	-11
CCOc1cccc2sc(N(CCCN(C)C)C(=O)CN3C(=O)CCC3=O)nc12	-11	-5
COc1ccc(-c2cn3ccn(-c4ccc(F)cc4)c(=O)c3n2)cc1	0	-8
CCc1ccc(S(=O)(=O)N2CCC(C(=O)NCc3cscn3)CC2)cc1	2	-2
FC(F)(F)c1cccc(-n2c(CSCc3cccc4ccccc34)n[nH]c2=S)c1	-20&-12	.
Cc1c(OC(=O)N2CCOCC2)ccc2c(=O)c(-c3nc4ccccc4s3)coc12	-2	1
CCC(=O)c1cc2c(cc1NC(=O)c1cccc(Cl)c1)OCCO2	-4	-19
O=C(O)c1cc(=O)c2cc(Br)ccc2o1	-8	-6&-4
O=C(CSc1nnc2c3ccccc3n(CCc3ccccc3)c2n1)N1CCOCC1	-5	8
C/C(=N\N)c1nnn(-c2nonc2N)c1C	.	i
c1ccc(OCC2=NNC(COc3ccccc3)=NN2)cc1	5&-11	18&30
O=C(/C=C/c1ccc(O)c(O)c1)OCCc1ccccc1	2	.
CCc1cccc(NC(=O)c2ccc3c(c2)N(S(C)(=O)=O)CC3)c1	-1	6
Cc1ccc(N2C(=O)CSC23C(=O)Nc2ccccc23)cc1C (stereo not drawn)	5	6
Cc1ccc(S(=O)(=O)NCC(c2ccco2)N2CCN(c3ccccc3)CC2)cc1 (stereo not drawn)	4	-11
COc1ccccc1CNC(=O)C1(C)Oc2cccnc2NC1=O (stereo not drawn)	-2	-6
CCOc1ccccc1NC(=O)c1cc(S(=O)(=O)N(CC)c2ccccc2)ccc1F	34	-1
COc1ccc(CN(CCC(c2ccccc2)C2CCOC(C)(C)C2)C(C)=O)cc1OC (stereo not drawn)	4	28
COCCc1nc(C2CCCN(C(=O)c3ccc(OC)nc3)C2)n[nH]1 (stereo not drawn)	-7	4
COc1ccc2oc(-c3csc(NC(=O)c4ccc(N5C(=O)CCC5=O)cc4)n3)cc2c1	1	-5
Nc1nonc1-c1nnnn1CC(=O)N1CCOCC1	-5&-21	0&1
CN1C2CCC1CC(NC(=O)Nc1ccc(OC(F)(F)F)cc1)C2 (stereo not drawn)	-7	.
COCc1c(C(=O)O)nnn1-c1nonc1N	.	-5
Cc1ccc(SCc2cn3cccnc3n2)cc1	0	0
O=S(=O)(c1cccn2cnnc12)N(Cc1ccc(F)cc1)c1ccc(F)cc1	25	32
COc1ccccc1C(=O)Nc1ccc(N2CCCC2)c(Cl)c1	-3	32
Cc1ccc2cc3cc(C(=O)Nc4cccc([N+](=O)[O-])c4C)oc3nc2c1	-6	-7
Cc1cc(NS(=O)(=O)c2ccc(NC(=O)C(F)(F)F)cc2)no1	-2	-8
CC(=O)Nc1ccc(-c2noc(C3CCCN(C(=O)c4ccc(F)c(F)c4)C3)n2)cc1 (stereo not drawn)	-4	1
O=C(CCCn1nnc2ccccc2c1=O)NC1CCCC1	-7	13
O=C(Nc1ccccc1[N+](=O)[O-])c1cnc2n(c1=O)CCS2	-2	0
O=C(c1ccccc1)N1CCCC2(CC(c3ccncc3)=CO2)C1 (stereo not drawn)	-1	2
COc1ccc(N2C(=O)NC3CC2(C)Oc2ccc(Br)cc23)cc1 (stereo not drawn)	-11	6
Cc1ccc2cc(N=Cc3cc(Cl)cc(I)c3O)ccc2n1	-2	30
CC1(C)C=C2C(=NN(c3ccccc3)C(N)=C2C#N)CO1	-12	33
CCC(=O)N1CCc2cc(Br)cc(S(=O)(=O)CCC(=O)N3CCOCC3)c21	-2	0
COc1cc(NC(=O)N2CC(C)Oc3ccc(C)cc32)cc(OC)c1OC (stereo not drawn)	-9	5
O=C(Nc1ccc2oc(-c3cccnc3)nc2c1)C1CCCCC1	-5	1
COc1ccc(NC(=O)c2cc(C(C)(C)C)n3nccc3n2)c(C)c1	-3	-9
CCCOc1ccc(C2C(C#N)=C(N)Oc3nc[nH]c(=O)c32)cc1OC (stereo not drawn)	-4	-3
COc1cccc(CNC(=O)c2ccc3c(c2)NC(=O)C2CCCN32)c1OC (stereo not drawn)	-6	1
CN(C)c1ccc(C=C2C(=O)c3ccccc3C2=O)cc1Br	-2	24
CC(C)(C)c1ccc(C2=NC(C)(C)N(CC(=O)Nc3ccc4c(c3)OCO4)C2=O)cc1	-5	2
COc1ccc(C)cc1NC(=O)c1cc(S(=O)(=O)NC2CCCCC2)ccc1F	1	13

Later entries:
SMILES	Pf apPOL inh	mHTT CaM bind
COc1ccc(Cc2nnc3c4cnn(Cc5ccccc5)c4ncn23)cc1OC	0	-1
O=C(COC(=O)c1ccccc1NCc1ccco1)c1ccccc1	4	.
COc1ccc(C(=O)NC2CCN(c3ccc(C)cc3)C2=O)cc1F (stereo not drawn)	-7	-2
Cc1cccc(NC(=O)c2c(F)c(F)c(F)c(F)c2F)c1C	-2	-2
CC(NC(=O)C1CCN(c2cncnc2N2CCN(C)CC2)CC1)c1ccccc1 (stereo not drawn)	-9	31
COc1ccc(OC)c(C2CC(c3ccc(Cl)cc3)Nc3nnnn32)c1 (stereo not drawn)	-2	5
Cc1cc2c(cc1C)NC(CC(=O)NC(N)=O)C(=O)N2 (stereo not drawn)	13&-1	0&1
COc1cc(C=CC(=O)N2CCC=CC2=O)cc(OC)c1OC	-8	.
c1ccc2oc(SCCSc3nc4ccccc4o3)nc2c1	8	-2&-8
N#CC1=C(N)Oc2c(c(=O)oc3ccccc23)C12C(=O)Nc1ccc(Br)cc12 (stereo not drawn)	-10	16
CCOC1=NN(c2ccc([N+](=O)[O-])cc2)C(=O)/C1=C/c1cccc(OC)c1OC	2	11
Cc1cccc(-c2cc(C(=O)N3CCC(C)CC3)no2)c1	-4	-2
Cc1cccc(N(C(=O)c2cnc3n(c2=O)CCS3)C2CCCCC2)c1	3&-1	-4&-3
O=[N+]([O-])c1ccc2c(c1)C1C=CCC1C(C1CC=CCC1)N2 (stereo not drawn)	.	39
COc1cc(NC(=O)N2CCCC2c2nc(-c3ccccc3OC)no2)cc(OC)c1 (stereo not drawn)	-2	14
Brc1ccc(Br)c2cnccc12	-2	-15
COc1ccc(CC(=O)Nc2ccccc2-c2ccccc2)cc1	-5	-15
N#CC(=CN1CCN(Cc2ccccc2)CC1)S(=O)(=O)c1ccc(Cl)cc1	-13	.
C/C=C/C(=O)Nc1ccc([N+](=O)[O-])cc1NC(=O)/C=C/C	-5	10
COc1ccc(CCNC(=O)Cc2csc(SCc3ccc(F)cc3)n2)cc1OC	-8	22
Cc1ccc(-c2cc(C3CCN(C(=O)c4ccoc4)CC3)[nH]n2)cc1	-10	2
Cc1cccc(C2=N/C(=C/c3cccc(C(F)(F)F)c3)C(=O)O2)c1	2	4
CCN1C(=O)c2ccc(C(=O)Nc3ccc(C(=O)O)cc3)cc2C1=O	-6	8
COc1ccc(N2C=C(C(=O)N3CCCC3)S(=O)(=O)c3ccc(C)cc32)cc1	2	3
COc1cc(C)c(C)cc1S(=O)(=O)Nc1cccc(-c2ccc(N3CCCC3)nn2)c1	-3	77*
Cc1ccccc1NC(=O)c1cnc(-c2ccc(F)cc2)nc1-c1ccncc1	-2	-1
COc1ccc(C2/C=C\CN(C(=O)Oc3ccccc3)CC(=O)N2Cc2ccc(F)cc2)cc1 (stereo not drawn)	-4	49
CC(C)N1CCn2c(nc3cc(C(=O)NCc4ccc(F)cc4F)ccc32)C1=O	-1	-9
CC(=O)N1CCC(CCOCc2cccc(F)c2)CC1	-2	-1
O=C1OC2COC(=O)C2C=C1NC(=O)c1ccc(Cl)cc1 (stereo not drawn)	13	.
CCCCN1C(=O)N(C)C2C1N(C)C(=O)N2CCCC (stereo not drawn)	-6	-3
COc1cccc(CNC(=O)C2(C)CCCN(C(=O)CCC3CCCC3)C2)c1 (stereo not drawn)	-3	-3
Nc1cccc(Oc2c(F)c(F)c(Oc3cccc(N)c3)c(F)c2F)c1	-6	42
COCCN1C(=O)C(=O)C(=C(O)c2ccccc2)C1c1ccccc1Cl (stereo not drawn)	-10	5
COc1ccc(C(=O)N2CCCC2c2ccc(Cl)cc2)cc1OC (stereo not drawn)	-3	16
Cc1ccc(C(=O)NC2CCN(c3nc4c(s3)c(C)nn4-c3ccccc3)CC2)cc1	-4	5
O=C(C1CCN(Cc2ccccc2F)CC1)N1CCN(C/C=C/c2ccccc2)CC1	0	35
COCCCNC(=O)c1c[nH]c2ccc(S(=O)(=O)N3CCc4ccccc43)cc2c1=O	-3	33
CCCc1cc(NCc2ccco2)n2c(nc3ccccc32)c1C#N	-2	2
O=C(CSCc1nc2ccccc2[nH]1)Nc1ccccc1	1	3
O=C1C(=Cc2cn(CC(=O)N3CCOCC3)c3ccccc23)C(=O)c2ccccc21	4	4
O=C1OC(c2ccc(Cl)c(Cl)c2)=N/C1=C\c1ccc(F)cc1	-201	-5
COc1cc(C=CC(=O)c2cc(C)ccc2O)cc(OC)c1OC	3	11
Cc1ccc(-c2cn3c(C(=O)Nc4nc(C)cs4)csc3n2)cc1	-9	40
COc1ccccc1NC(=O)C1=C(C)Nc2nnnn2C1c1ccc2c(c1)OCO2 (stereo not drawn)	-7	2
CCOC(=O)N1CCN(c2cccc(C)c2C)CC1	-2	-25
Cn1ncc(N2CCCC(C(=O)NCc3cccc(Cl)c3)C2)cc1=O (stereo not drawn)	-3	-1
O=C(NCC1CC(=O)N(c2ccc3c(c2)OCO3)C1)c1ccccc1F (stereo not drawn)	0	1
Cc1ccc(N(C(=O)COc2ccc(C)cc2C)C2C=CS(=O)(=O)C2)cc1 (stereo not drawn)	-2	18
COc1cccc(CCC(=O)N2CCC(c3nc(C4CC4)no3)C2)c1 (stereo not drawn)	-2	-3

Part of the list above, with values under each structure:
Value order: Pf apPOL inh, mHTT CaM bind
- CC(C)N1CCn2c(nc3cc(C(=O)NCc4ccc(F)cc4F)ccc32)C1=O
 : -1, -9
- CC(=O)N1CCC(CCOCc2cccc(F)c2)CC1
 : -2, -1
- O=C1OC2COC(=O)C2C=C1NC(=O)c1ccc(Cl)cc1 (stereo not drawn)
 : 13, .
- CCCCN1C(=O)N(C)C2C1N(C)C(=O)N2CCCC (stereo not drawn)
 : -6, -3
- COc1cccc(CNC(=O)C2(C)CCCN(C(=O)CCC3CCCC3)C2)c1 (stereo not drawn)
 : -3, -3
- Nc1cccc(Oc2c(F)c(F)c(Oc3cccc(N)c3)c(F)c2F)c1
 : -6, 42
- COCCN1C(=O)C(=O)C(=C(O)c2ccccc2)C1c1ccccc1Cl (stereo not drawn)
 : -10, 5
- COc1ccc(C(=O)N2CCCC2c2ccc(Cl)cc2)cc1OC (stereo not drawn)
 : -3, 16
- Cc1ccc(C(=O)NC2CCN(c3nc4c(s3)c(C)nn4-c3ccccc3)CC2)cc1
 : -4, 5
- O=C(C1CCN(Cc2ccccc2F)CC1)N1CCN(C/C=C/c2ccccc2)CC1
 : 0, 35
- COCCCNC(=O)c1c[nH]c2ccc(S(=O)(=O)N3CCc4ccccc43)cc2c1=O
 : -3, 33
- CCCc1cc(NCc2ccco2)n2c(nc3ccccc32)c1C#N
 : -2, 2
- O=C(CSCc1nc2ccccc2[nH]1)Nc1ccccc1
 : 1, 3
- O=C1C(=Cc2cn(CC(=O)N3CCOCC3)c3ccccc23)C(=O)c2ccccc21
 : 4, 4
- O=C1OC(c2ccc(Cl)c(Cl)c2)=N/C1=C\c1ccc(F)cc1
 : -201, -5
- COc1cc(C=CC(=O)c2cc(C)ccc2O)cc(OC)c1OC
 : 3, 11
- Cc1ccc(-c2cn3c(C(=O)Nc4nc(C)cs4)csc3n2)cc1
 : -9, 40
- COc1ccccc1NC(=O)C1=C(C)Nc2nnnn2C1c1ccc2c(c1)OCO2 (stereo not drawn)
 : -7, 2
- CCOC(=O)N1CCN(c2cccc(C)c2C)CC1
 : -2, -25
- Cn1ncc(N2CCCC(C(=O)NCc3cccc(Cl)c3)C2)cc1=O (stereo not drawn)
 : -3, -1

Bioassay records deposited in PubChem BioAssay by University of Kansas High Throughput Screening Laboratory.
